# Screens from PubChem BioAssay.
# AHR act – AHR activators, primary screen, cell-based, luminescence, luciferase reporter, human; activation, % at 5 µM; AHR-responsive luciferase reporter cells; AID 2796, 2010; Aryl hydrocarbon receptor (Homo sapiens), P35869; actives 2.5% (n = 320,000); in the data active = activation above about 47%;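 also: 0% = vehicle wells and 100% = reference agonist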
# Target sequence (P35869 whole entry, looked up): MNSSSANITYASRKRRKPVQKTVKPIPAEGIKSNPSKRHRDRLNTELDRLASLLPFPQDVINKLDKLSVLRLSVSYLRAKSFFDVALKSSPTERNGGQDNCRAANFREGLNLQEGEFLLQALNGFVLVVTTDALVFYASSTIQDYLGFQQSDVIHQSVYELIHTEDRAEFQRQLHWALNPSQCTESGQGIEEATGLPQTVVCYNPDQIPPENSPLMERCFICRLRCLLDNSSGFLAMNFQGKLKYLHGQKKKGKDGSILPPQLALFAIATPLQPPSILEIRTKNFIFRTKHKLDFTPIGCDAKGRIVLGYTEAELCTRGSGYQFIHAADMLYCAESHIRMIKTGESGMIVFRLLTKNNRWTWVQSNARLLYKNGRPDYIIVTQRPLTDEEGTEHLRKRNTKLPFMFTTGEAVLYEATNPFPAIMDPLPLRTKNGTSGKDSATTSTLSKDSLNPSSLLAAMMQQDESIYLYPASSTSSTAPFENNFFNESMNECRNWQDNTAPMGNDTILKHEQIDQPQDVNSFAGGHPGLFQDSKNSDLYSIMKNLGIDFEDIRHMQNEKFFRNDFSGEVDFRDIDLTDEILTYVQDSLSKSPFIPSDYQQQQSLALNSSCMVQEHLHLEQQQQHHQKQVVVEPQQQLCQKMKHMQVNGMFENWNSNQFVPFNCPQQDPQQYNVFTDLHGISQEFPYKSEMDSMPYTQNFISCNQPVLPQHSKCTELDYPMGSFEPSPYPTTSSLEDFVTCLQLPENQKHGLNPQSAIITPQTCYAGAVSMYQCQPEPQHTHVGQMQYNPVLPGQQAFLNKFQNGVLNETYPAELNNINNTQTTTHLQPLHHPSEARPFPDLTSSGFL
# Efflux pump mplx – inhibitors of Candida efflux pumps in yeast, primary screen, S. cerevisiae, Nile Red, multiplex. S. cerevisiae Candida pump triplex. inhibition, % at 10 µM. actives 0.44% (n = 330,000). AID 485275, 2010;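 active = plate passing quality check with inhibition over a set limit, or well fluorescence over plate mean plus 4 SD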;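 also: Nile Red retained in pooled yeast measured as flow cytometry median fluorescence; 0% = buffer negative control and 100% = Enniatin B positive control; higher means more Nile Red kept so more efflux inhibition; some compounds called inactive have numbers as strong as hits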
# CIT2-GFP yeast – modulators of CIT2-GFP expression in yeast, primary screen, S. cerevisiae, GFP fusion, multiplex flow cytometry, MLPCN library. S. cerevisiae CIT2-GFP strain, 3 h; 100 means same as DMSO wells. GFP response vs DMSO, % at 10 µM. actives 0.065% (n = 320,000);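 active = GFP response relative to DMSO above a set limit, near the screen mean plus 3 SD, cut at about 150% in these data; inconclusive = Fewer than 70 cells measured for a yeast strain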;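 also: ratio of well median GFP fluorescence to mean of DMSO wells on the plate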
# MEP2-GFP yeast – modulators of MEP2-GFP levels in yeast, primary screen, S. cerevisiae, multiplex flow cytometry, MLPCN library; actives 0.51% (n = 330,000); GFP response vs DMSO, % at 10 µM; S. cerevisiae MEP2-GFP strain, 3 h; 100% = DMSO control level; AID 2016, 2009;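 active = GFP response versus DMSO above a set limit, roughly screen mean plus 3 SD, cut at about 180% in these data; inconclusive = fewer than 70 cells counted for a yeast strain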;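 also: median GFP fluorescence of the barcode-gated MEP2-GFP cells per well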
# CR mimetic SO – reduction of superoxide in aged yeast, primary screen, HTS; S. cerevisiae aged cells, superoxide DHE fluorescence; active compounds read low; superoxide response (% of plate mean), % at 10 µM; actives 0.18% (n = 330,000);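 active = superoxide response under a set limit, about three screen SD below normal, cut at about 65% in these data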;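 also: yeast aged for seven days with compound at 30 °C before DHE staining; 100% = average MFI of all compound-treated wells on the plate with controls excluded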
# LAP4-GFP MLPCN – modulators of LAP4-GFP expression in yeast, primary screen, S. cerevisiae, multiplex flow cytometry, MLPCN library. 3 h; median GFP as percent of DMSO wells. GFP response vs DMSO, % at 10 µM. actives 0.34% (n = 320,000);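 active = GFP response vs DMSO above a set limit, about the screen mean plus 3 SD, cut at about 150% in these data; inconclusive = under 70 cell events counted for the yeast strain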
# AGP1 TOR yeast – modulators of AGP1-GFP expression in yeast TOR pathway, primary screen, cell-based, multiplex flow cytometry, S. cerevisiae, MLPCN library. 3 h; GFP as percent of DMSO wells. GFP response vs DMSO, % at 10 µM. actives 0.02% (n = 320,000);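 active = GFP response relative to DMSO above a set limit, near screen average plus 3 SD, cut at about 150% in these data; inconclusive = fewer than 70 cells counted for the yeast strain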;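 also: median GFP channel fluorescence of the gated AGP1 strain per well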
# RPL19A-GFP yeast – RPL19A-GFP expression modulators in yeast, primary screen, cell-based, S. cerevisiae, multiplex flow cytometry, MLPCN. S. cerevisiae RPL19A-GFP strain, 3 h; active compounds read low. percent response vs DMSO, % at 10 µM. actives 0.3% (n = 330,000). AID 2025, 2009;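 active = percent response vs DMSO below 50%; inconclusive = fewer than 70 events counted for the yeast strain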;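 also: median channel GFP fluorescence of the barcoded RPL19A-GFP strain; ratio of sample median GFP to plate DMSO average so 100% = DMSO; lower means less RPL19A-GFP as with rapamycin TOR inhibition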
# * marks the source's active call; other numbers are inactive results; ? = inconclusive; . = not tested or not shown; [ ] = dose if it differs, or a comment.
No.	Compound	CR mimetic SO	RPL19A-GFP yeast	MEP2-GFP yeast	Efflux pump mplx	CIT2-GFP yeast	AGP1 TOR yeast	LAP4-GFP MLPCN	AHR act
1	NC(=O)c1ccccc1N(Cc1ccccc1)S(=O)(=O)c1ccccc1	85	104	108	0.0	123	109	109	-1
2	O=C(c1ccccc1)c1cccn1CC(=O)N1CCN(C2CCCCC2)CC1	92	95	107	0.0	102	98	92	1
3	CCOc1ccc(NC(=O)CSc2nnc(Cn3cnc4ccccc43)n2C)cc1	100	100	101	0.1	102	102	98	4
4	CCN(CC)CCCNC(=O)c1nn2c(C(F)(F)F)cc(-c3ccccc3)nc2c1Cl	98	103	100	-0.1	99	105	98	.
5	Cc1ccc(NC(=S)/N=C(\N)Nc2nc(C)c3cc(C)c(C)cc3n2)cc1C	97	96	100	0.3	95	103	104	16
6	Cc1onc(-c2ccccc2Cl)c1C(=O)N1CCCCC1C (configuration not stated)	100	101	96	0.0	94	92	85	2
7	Cc1ccc(-n2c(C)nnc2SCC(=O)NNC(=O)c2ccco2)cc1	103	93	85	0.0	93	90	83	2
8	CCN(CC)CC(=O)Nc1cc(N(C)C)nc2ccccc12	112	94	94	0.1	90	99	104	10
9	O=C(NCc1ccc(C(F)(F)F)cc1)C1CC(c2ccccc2C(F)(F)F)=NO1 (configuration not stated)	103	99	102	0.0	73	83	130	2
10	O=C(c1ccccc1[N+](=O)[O-])N1CCN(c2ccc(N3CCOCC3)nn2)CC1	103	107	112	0.0	109	110	106	4
11	CC(=O)Nc1ccc(NC(=O)c2ccc(N(C)S(=O)(=O)c3ccc(C)cc3)cc2)cc1	98	96	105	0.2	111	111	108	3
12	COc1cc(OC)cc(OC(=O)C2CCN(S(=O)(=O)c3ccc(OC)c(OC)c3)CC2)c1	94	99	97	-0.1	99	108	115	3
13	O=C(CN(Cc1ccco1)C(=O)c1ccc(F)cc1)Nc1ccccc1Br	95	97	97	-0.2	97	101	99	0
14	CCN(CC)CCN1C(=O)C(O)=C(C(C)=O)C1c1ccccc1[N+](=O)[O-] (configuration not stated)	94	101	111	-0.1	101	104	121	23
15	COC(=O)Cc1ccc(NC(=S)N2CCCCC2C)cc1 (configuration not stated)	78	97	98	0.0	96	100	105	0

# Some entries already given with just Efflux pump mplx.
item | SMILES | Efflux pump mplx
1 | NC(=O)c1ccccc1N(Cc1ccccc1)S(=O)(=O)c1ccccc1 | 0.0
2 | O=C(c1ccccc1)c1cccn1CC(=O)N1CCN(C2CCCCC2)CC1 | 0.0
3 | CCOc1ccc(NC(=O)CSc2nnc(Cn3cnc4ccccc43)n2C)cc1 | 0.1

# Carrying on.
No.	Compound	CR mimetic SO	RPL19A-GFP yeast	MEP2-GFP yeast	Efflux pump mplx	CIT2-GFP yeast	AGP1 TOR yeast	LAP4-GFP MLPCN	AHR act
16	CN(C)CCCn1c2c(c(SCC(=O)Nc3ccc4c(c3)OCO4)nc1=O)CCC2	77	104	96	0.0	104	110	111	-1
17	CCn1c(O)c(N=Nc2ccc3ccccc3n2)c2ccccc21	114	102	113	-0.1	105	106	102	21
18	O=C(N/N=C/C=C/c1ccco1)c1cnccn1	90	103	107	-0.3	102	118	108	4
19	CSCCC(NC(=O)c1ccc(Cl)cc1Cl)C(=O)OC1CCCCC1=O (configuration not stated)	102	98	100	0.0	103	109	103	-1
20	CCOc1ccc(N2C(=O)S/C(=C\c3ccc(O)c(OC)c3)C2=O)cc1	86	95	93	0.4	89	91	91	-4
21	CC(=O)c1cn(CC(=O)Nc2ccc(C)cc2)c2ccccc12	108	98	98	-0.1	99	107	92	12
22	CCOC(=O)N1CCC(NC(=O)C(NS(=O)(=O)c2cccc3nsnc23)c2ccccc2)CC1 (configuration not stated)	111	38*[may fluoresce violet]	95[may fluoresce violet]	0.0	?	?	129[may fluoresce violet]	2
23	Cc1ccccc1N1C(=O)CC2(CCCC2)CC1=O	84	98	100	-0.1	93	97	95	-1
24	CCOc1ccc(OCCOCCN2CCc3ccccc3C2)cc1	110	101	106	0.1	99	108	99	11
25	CNNC(=S)NCCC1=CCCCC1	106	98	96	0.2	94	102	95	9
26	Cc1ccc(S(=O)(=O)NC(=O)NCc2ccccn2)cc1	114	101	98	-0.1	102	102	102	1
27	COc1ccccc1/C=C/C(=O)NCC(=O)N/N=C/c1ccc(C)o1	95	103	102	0.0	106	107	111	17
28	O=C(CNC(=O)c1ccc(Cl)cc1)c1ccccc1	96	107	118	0.1	110	115	127	-4
29	COc1ccc(N2CCN(C(=S)NCc3ccc(C)cc3)CC2)cc1	113	99	103	-0.2	78	99	101	3
30	CC1(C)CC2(CC(C)(C)NC(=O)N2)NC(=O)N1	82	94	103	-0.2	99	95	97	0
31	Cn1c(=O)n(C)c2cc(NC(=O)c3ccccc3[N+](=O)[O-])c(Br)cc21	106	100	97	0.3	97	95	96	16

# Part of the list above in order of molecular weight, largest number first.
No.	Compound	CR mimetic SO	RPL19A-GFP yeast	MEP2-GFP yeast	Efflux pump mplx	CIT2-GFP yeast	AGP1 TOR yeast	LAP4-GFP MLPCN	AHR act
22	CCOC(=O)N1CCC(NC(=O)C(NS(=O)(=O)c2cccc3nsnc23)c2ccccc2)CC1 (configuration not stated)	111	38*[may fluoresce violet]	95[may fluoresce violet]	0.0	?	?	129[may fluoresce violet]	2
2	O=C(c1ccccc1)c1cccn1CC(=O)N1CCN(C2CCCCC2)CC1	92	95	107	0.0	102	98	92	1
1	NC(=O)c1ccccc1N(Cc1ccccc1)S(=O)(=O)c1ccccc1	85	104	108	0.0	123	109	109	-1
25	CNNC(=S)NCCC1=CCCCC1	106	98	96	0.2	94	102	95	9

# RPL19A-GFP yeast, hit marks shown above
nr	SMILES	RPL19A-GFP yeast	MEP2-GFP yeast	Efflux pump mplx	CIT2-GFP yeast	AGP1 TOR yeast	LAP4-GFP MLPCN	AHR act
22	CCOC(=O)N1CCC(NC(=O)C(NS(=O)(=O)c2cccc3nsnc23)c2ccccc2)CC1 (configuration not stated)	38*[may fluoresce violet]	95[may fluoresce violet]	0.0	?	?	129[may fluoresce violet]	2

# Taken from above.
# compound 21 | CR mimetic SO = 108
# compound 29 | AHR act = 3
# compound 24 | Efflux pump mplx = 0.1
# compound 30 | AGP1 TOR yeast = 95
# compound 20 | Efflux pump mplx = 0.4
